GLS inhibitor: qHTS for Inhibitors of Glutaminase (GLS); AID 624170, 2012; Glutaminase kidney isoform, mitochondrial (Homo sapiens), O94925; actives 0.21% (n = 410,000); GLS enzymatic activity, qHTS titration; Potency, µM (titrated, usually from 45.5 µM), inactives show at the top dose activity change, negative = inhibition, hits mostly inhibitors; note: % is set by controls: 0 for no effect and ±100 for the full control effect
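Glutamate formation by hKGA was monitored fluorometrically using coupled glutamate oxidase, HRP and Amplex Red. Substrate was added as 1 mM L-glutamine solution; incubation was 30 min at RT after an initial read.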
JMJD2A Tudor inh: qHTS Assay for Inhibitors of JMJD2A-Tudor Domain; Potency, µM (top dose mostly 114 µM), without a hit: at the top dose activity change, negative = inhibition, most hits filed as inhibitors; AID 504339, 2011; AlphaScreen JMJD2A-Tudor / H3K4me3 peptide binding; actives 4.4% (n = 390,000); note: % is set by controls: 0 for no effect and ±100 for the full control effect; nearly all actives have a fitted effect of over 50% in size
POLI inh: qHTS for Inhibitors of Polymerase Iota. DNA polymerase iota (Homo sapiens), Q9UNA4. Pol iota fluorescent replication assay, 10 min. Potency, µM (top dose mostly 115 µM), without a hit: at the top dose activity, negative = inhibition, hits mostly inhibitors. actives 1% (n = 390,000)
Target sequence (Q9UNA4 whole entry, looked up): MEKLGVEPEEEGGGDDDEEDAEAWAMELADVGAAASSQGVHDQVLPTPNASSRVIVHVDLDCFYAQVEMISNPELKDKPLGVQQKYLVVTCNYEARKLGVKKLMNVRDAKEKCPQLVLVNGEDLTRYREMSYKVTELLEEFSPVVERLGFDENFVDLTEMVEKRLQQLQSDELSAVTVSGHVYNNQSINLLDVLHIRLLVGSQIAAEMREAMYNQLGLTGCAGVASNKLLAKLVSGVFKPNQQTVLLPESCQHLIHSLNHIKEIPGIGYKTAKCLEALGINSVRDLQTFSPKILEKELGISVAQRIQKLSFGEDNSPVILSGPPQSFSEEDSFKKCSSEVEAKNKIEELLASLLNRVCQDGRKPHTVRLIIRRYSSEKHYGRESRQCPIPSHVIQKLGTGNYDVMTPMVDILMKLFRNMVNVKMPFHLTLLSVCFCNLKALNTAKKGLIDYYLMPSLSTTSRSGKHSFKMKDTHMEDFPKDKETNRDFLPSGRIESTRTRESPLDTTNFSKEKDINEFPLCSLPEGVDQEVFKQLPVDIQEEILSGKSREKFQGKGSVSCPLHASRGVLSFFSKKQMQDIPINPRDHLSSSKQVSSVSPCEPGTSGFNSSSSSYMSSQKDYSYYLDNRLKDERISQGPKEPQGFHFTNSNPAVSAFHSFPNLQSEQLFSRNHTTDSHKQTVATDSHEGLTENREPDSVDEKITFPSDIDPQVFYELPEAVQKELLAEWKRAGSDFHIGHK
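Pol iota at 10 nM preincubated 15 min with compounds at room temperature; reaction started with fluorescent substrate, 50 nM final. Fluorescence read kinetically at 0 and 10 min; buffer-only wells as negative control.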
Pin1 inhibitor: qHTS Assay to Find Inhibitors of Pin1. Pin1 FP peptide displacement, HiFluor488, 10 min. Potency, µM (series often up to 115 µM), for the others: top-dose activity, negative = inhibition, hits mostly inhibitors. actives 0.009% (n = 390,000); active = well fitted inhibition curve with a large enough effect in the polarisation, with a control signal flat, not every such curve was filed as active; inconclusive = small, poorly fitted or top-dose-only effect, or effect the other way, or a change in a side signal; inactive = no such curve, though single readings can be large or run the other way; the % refers to the polarisation; note: % is set by controls: 0 for no effect and ±100 for the full control effect
Target sequence (Q13526 whole entry, looked up): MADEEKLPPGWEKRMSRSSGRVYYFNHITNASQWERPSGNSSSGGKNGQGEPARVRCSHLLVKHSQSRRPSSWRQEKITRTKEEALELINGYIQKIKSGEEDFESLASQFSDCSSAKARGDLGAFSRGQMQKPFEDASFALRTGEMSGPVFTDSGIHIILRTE
Tb PGK inh: qHTS Assay to Find Inhibitors of Phosphoglycerate Kinase; Phosphoglycerate kinase, glycosomal (Trypanosoma brucei brucei), P07378; PGK/GAPDH coupled, Kinase-Glo luminescence, 60 min; Potency, µM (series often up to 57.5 µM), inactives show top-dose activity change, negative = inhibition, actives largely listed as inhibitors; actives 0.043% (n = 380,000); note: % is set by controls: 0 for no effect and ±100 for the full control effect; nearly all actives have a fitted effect of over 60% in size
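Luminescent ATP detection (Kinase-Glo Plus) follows a 60-minute room-temperature incubation, with wells lacking PGK as controls. Buffer: 100 mM TEA (pH 7.6), 5 mM MgCl2, 0.01% Tween-20. Coupling enzyme GAPDH (100 nM final) supplies unstable 1,3-BPG in-well.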
BAZ2B inh: qHTS Assay for Inhibitors of BAZ2B | Potency, µM (titrated, usually from 114 µM), inactives show at the highest dose activity change, negative = inhibition, usual class: inhibitors | AID 504333, 2011 | AlphaScreen BAZ2B-H3K14Ac peptide displacement | actives 4.4% (n = 360,000); note: % is set by controls: 0 for no effect and ±100 for the full control effect; nearly all actives have a fitted effect of over 60% in size
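BAZ2B (50 nM) with biotin-H3(5-23)K14Ac peptide (50 nM) in PBS pH 7.4, 0.01% Tween-20, preformed 30 min, then compound 30 min at room temperature; top concentration 110uM. AlphaScreen streptavidin donor/nickel chelate acceptor beads (10 ug/mL final), 20 min dark, signal read.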
BLM helicase inh: qHTS Assay for Inhibitors of Bloom's syndrome helicase (BLM); RecQ-like DNA helicase BLM (Homo sapiens), P54132; recombinant BLM DNA unwinding, fluorescence dequenching; Potency, µM (top dose mostly 56.1 µM), without a hit: top-dose activity change, negative = inhibition, actives largely listed as inhibitors; actives 0.2% (n = 350,000); AID 2528, 2010;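 note: plate controls were vehicle for no effect and no enzyme for full effect; nearly all actives have a fitted effect of over 35% in size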
HP1b binding inh: HTS for Inhibitors of HP1-beta Chromodomain Interactions with Methylated Histone Tails; AlphaScreen HP1-beta / biotin-H3K9me3 peptide binding; Potency, µM (series often up to 114 µM), inactives show top-dose activity change, negative = inhibition, usual class: inhibitors; actives 0.56% (n = 390,000); AID 540317, 2011; note: nearly all actives have a fitted effect of over 70% in size; inactives centre near 23
Target sequence (P83916 whole entry, looked up): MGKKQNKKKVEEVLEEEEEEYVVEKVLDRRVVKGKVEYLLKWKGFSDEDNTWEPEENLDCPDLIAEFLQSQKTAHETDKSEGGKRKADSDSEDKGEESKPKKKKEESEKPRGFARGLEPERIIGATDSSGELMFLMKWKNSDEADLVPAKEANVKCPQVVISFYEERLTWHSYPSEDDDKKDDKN
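HP1-beta protein (50 nM final) preincubated 30 min at room temperature with biotinylated H3(1-18)K9me3 peptide (50 nM) in PBS pH 7.4, 0.01% Tween-20, then compound added for 30 min. AlphaScreen streptavidin donor/nickel chelate acceptor beads (10 ug/mL final), 30 min dark, luminescence read.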
G9a block: qHTS Assay for Inhibitors of Histone Lysine Methyltransferase G9a. Histone-lysine N-methyltransferase EHMT2 (Homo sapiens), Q96KQ7. G9a H3K9 monomethylation, AlphaScreen, 2 h. Potency, µM (top dose mostly 102 µM), for inactives: at the highest dose activity, negative = inhibition, usual class: inhibitors. actives 8.8% (n = 350,000). AID 504332, 2011; note: % is set by controls: 0 for no effect and ±100 for the full control effect; nearly all actives have a fitted effect of over 75% in size
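Methyltransferase reactions run at room temperature for 2 h (20 nM enzyme, 500 nM biotin-H3K9 peptide, 20 uM SAM) after a 15 min compound preincubation; product detected by AlphaScreen beads and anti-H3K9me1 antibody.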
Starred values were filed as active, the others as inactive; i = inactive; ? = inconclusive; nt = not tested or not shown; & = joins results of further samples; [ ] = dose if it differs, or a comment. Unless noted, calls come from the whole dose curve; as a rule, active = well fitted curve in the direction sought with a large enough effect; inconclusive = small, poorly fitted or top-dose-only effect, or another doubt; inactive = no such curve, though single readings can be large; an effect the other way counts as inactive or inconclusive. Potency is the fitted concentration of half-maximal effect. Only part of the results is shown; rates above refer to the full screens.

SMILES	GLS inhibitor	JMJD2A Tudor inh	POLI inh	Pin1 inhibitor	Tb PGK inh	BAZ2B inh	BLM helicase inh	HP1b binding inh	G9a block
CCCNS(=O)(=O)c1ccc(CCC(=O)NCc2cccnc2)cc1	6.7%	-11.8%	19.6%	-3.8%	1.6%	-14.4%	0.2%	18.0%	-49.2%[12.7 µM]
Cc1[nH]c2ccccc2c1C(=O)COC(=O)c1c(-c2ccccc2Cl)noc1C	4.6%	-22.3%	-0.9%	-3.1%	0.7%	-27.4%	-1.4%	0.5%	13.9%[59 µM]
CCCNC(=S)Nc1ccc(Oc2ccccc2)cc1	17.7%	-5.2%	14.6%	-3.7%	-4.5%	-4.6%	-9.0%	1.5%	-35.8%[59 µM]
COCCN1Cc2cccc(C(=O)Nc3ccc(S(=O)(=O)N4CCCCC4)cc3)c2C1=O	5.8%	-16.2%	59.1%[activator]	4.1%	i	-4.9%	0.6%	-4.6%[57 µM]	nt
CC(C)(C)OC(=O)C[C@H]1C/C=C\C[C@H](CC(=O)N[C@H](CO)Cc2ccccc2)C(=O)N2CCC[C@@H]2COC1=O	0.2%	-15.5%	-4.0%	-2.3%	-12.1%	nt	nt	42.5%[activator]	nt
Cc1cc(NC(=O)Cn2nc(-c3cccs3)ccc2=O)cc(C)c1Br	-8.4%	-11.3%	-3.0%	32.7%[activator]	-5.7%	-18.1%	-12.4%	25.8%	1.8%
CC(C)(C)c1ccc(OCC(=O)NNC(=O)Cc2cccs2)cc1	10.3%	-16.2%	23.7%	-14.5%	4.3%	6.9%	1.7%	28.4%	28.0%[12.7 µM]
COC(=O)c1cc(S(=O)(=O)Nc2cccc(OC)c2)cn1C	4.6%	-17.9%	26.3%	2.0%	-7.4%	-2.2%	-2.4%	42.9%[activator]	nt
Cc1cccc(C)c1NC(=O)CSc1nnc(NC(=O)C2CC2)s1	10.1%	-13.4%	106.8%[activator]	-5.9%	-5.2%	7.5%	-1.8%	?	15.2%
Cc1cc(=O)[nH]c(N/N=C/c2ccc(-c3ccc([N+](=O)[O-])cc3)o2)n1	-6.5%	-16.8%	?	?	-5.1%	-1.9%	-11.7%	45.6%[activator]	-12.4%
CN(CC(=O)Nc1cccc(C(F)(F)F)c1)Cc1ccccc1	0.3%	15.1%	45.4%[activator]	-1.8%	-2.9%	38.0%	-7.4%	54.9%[activator]	13.3%[59 µM]
Nc1nonc1-n1nnc(C(=O)N/N=C/c2ccoc2)c1-c1ccccc1	-26.5%	2.1%	58.3%[activator]	-3.7%	-4.7%	-0.7%	2.2%	45.5%[activator]	-11.4%
COc1ccc(-c2nnc(SCC(=O)O)n2Cc2ccccc2)cc1	3.9%	-20.5%	21.9%	-9.3%	-10.4%	11.4%	-15.3%	36.0%	nt
Cc1ccc2c(c1C)OC(=O)CC2c1ccccc1 (centres undefined)	-3.1%	44.5%[activator]	17.9%	1.2%	-4.3%	49.6%[activator]	-9.5%	134.2%[activator]	nt
CCCCN(CCCC)CCNC(=O)c1cn(CC)c2ccc(S(=O)(=O)N(C)C3CCCCC3)cc2c1=O	-5.7%&4.7%	-11.4%&-23.3%	5.4%&20.7%	-1.9%&-0.5%	-8.5%	-13.3%	2.7%&-3.8%	28.6%&34.1%	10.5%[59 µM]

3 compounds already listed, arranged by the number in BAZ2B inh, largest number first.
SMILES	BAZ2B inh
COc1ccc(-c2nnc(SCC(=O)O)n2Cc2ccccc2)cc1	11.4%
CC(C)(C)c1ccc(OCC(=O)NNC(=O)Cc2cccs2)cc1	6.9%
CCCNS(=O)(=O)c1ccc(CCC(=O)NCc2cccnc2)cc1	-14.4%

(cont.)
SMILES	GLS inhibitor	JMJD2A Tudor inh	POLI inh	Pin1 inhibitor	Tb PGK inh	BAZ2B inh	BLM helicase inh	HP1b binding inh	G9a block
Cc1cccc(C(=O)n2cnnc2N)c1	6.8%	-4.2%	?	5.7%	-8.1%	-27.3%	0.2%	32.9%	22.4µM*
O=C(/C=C/c1cccc([N+](=O)[O-])c1)NCCSCc1ccc(Cl)cc1Cl	-6.1%	-25.2%	?	0.7%	0.3%	-5.5%	-9.4%	22.6%	19.4%[59 µM]
Cc1ccc(Cn2c(C(CO)Nc3nc(-c4ccc(F)cc4)cs3)nc3ccccc32)cc1 (centres undefined)	9.1%	?	14.9%	9.3%	4.5%	nt	nt	15.3%	nt
CC/C(=N\NC(=O)COc1ccc(Br)cc1)c1ccc(OC)c(OC)c1	-2.2%	-9.5%	67.8%[activator]	-4.3%	-7.7%	0.9%	4.7%	5.7%	28.7%
CC1=C(C(=O)OCc2ccccc2)C(c2cccc(F)c2)NC(=O)N1 (centres undefined)	0.2%	-14.0%	139.9%[activator]	3.1%	0.2%	-0.2%	-10.5%	12.6%	nt
CCC(=O)NC1(C(F)(F)F)C(=O)Nc2c1c(=O)n(C)c(=O)n2C (centres undefined)	-8.1%	-18.9%	16.3%	5.5%	-2.6%	-28.5%	-4.4%	27.9%	-32.5%[59 µM]
CN(C)c1ccc(/C=N/NC(=O)CCc2c[nH]c3ccccc23)cc1	-9.5%	-3.7%	40.0%[activator]	2.1%	2.8%	-11.4%	-1.8%	-4.0%	-39.6%
Cc1c(S(=O)(=O)N2CCCC(C)C2)c(=O)n(C)c(=O)n1C (centres undefined)	-0.4%	-12.1%	16.7%	6.2%	i	7.0%	nt	21.4%	-43.5%
COc1ccc(C2CC(=O)Nc3c2c(C)nn3-c2nc(C)cc(C)n2)c(OC)c1OC (centres undefined)	1.3%	-16.2%	35.4%[activator]	-24.9%	5.2%	-5.4%	-0.4%	44.7%[activator]	6.2%[59 µM]
O=C(OCc1cccc([N+](=O)[O-])c1)c1ccncc1	-2.3%	-13.0%	-5.2%	-3.1%	-4.5%	-20.3%	-1.5%	26.5%	5.1%
Cc1ccc(-c2noc(CSc3nnnn3-c3ccccc3)n2)cc1	3.6%	13.1%	5.8%	4.0%	3.1%	47.4%[activator]	0.6%	76.4%[activator]	122.4%[activator]
CCN1C(=NCCCCO)N[C@@H](c2cccc(F)c2)C(C(=O)OC)=C1C	0.7%	?	-25.3%	-0.9%	-9.8%	?	0.5%&2.4%	1.1%	9.5%[12.7 µM]
COC(=O)C1C2CCC(C2)C1C(=O)OCC(=O)c1ccccc1 (centres undefined)	-9.2%	-15.0%	-5.0%	-8.3%	-5.4%	13.7%[57.1 µM]	-3.5%	18.1%	-7.7%[12.7 µM]
COc1ccccc1C(=O)NC(=O)COC(=O)c1ccc(Br)o1	-1.2%	2.8%	30.9%[activator]	-4.0%	-0.1%	3.6%	nt	33.3%	?
CC(C)N(Cc1ccccc1)C(=O)C1CCCN(c2ncnc3onc(-c4ccc(F)cc4)c23)C1 (centres undefined)	-5.9%	-6.8%	4.6%	4.6%	-6.1%	-1.2%[57.1 µM]	2.6%	33.6%	-24.2%[59 µM]
COc1ccc(Cl)cc1NS(=O)(=O)c1ccc2[nH]c3c(c2c1)CCCC3	10.8%	?	8.6%	-8.9%	-7.6%	-37.4%	-10.6%	0.1%	?
OC(CN1CCCCC1)c1ccc2c3c(cccc13)CC2 (centres undefined)	-8.7%	-17.9%	26.3%	-3.5%	i	nt	nt	-12.7%	nt
O=C(O)c1ccc(/C=N\Nc2ccc(S(=O)(=O)N3CCOCC3)cc2[N+](=O)[O-])cc1	1.5%	?	-10.3%	-6.5%	-2.7%	?	-1.0%	-1.3%	50.1µM*
COc1ccc2c(c1)c(CCNNC(=O)C(C)(C)C)c(C)n2C(=O)c1ccc(Cl)cc1	8.0%	?	9.9%	0.3%	i	nt	nt	31.3%	nt
CCOc1ccc(CCNC(=O)CCS(=O)(=O)c2ccc(Cl)cc2)cc1OCC	-1.5%	-1.4%	17.0%	-3.4%	9.5%	-3.4%	-0.4%	22.2%	73.2%[activator]
Cc1ccc(/C=N\NC(=O)Cn2nnc3ccccc32)o1	0.9%	-7.7%	5.5%	-1.7%	-2.3%	0.4%	0.8%	33.2%	89.1µM*
COC(=O)Nc1ccc(S(=O)(=O)N2CCCC(C(=O)Nc3cccnc3)C2)cc1 (centres undefined)	nt	17.9%	62.0%[activator]	-2.2%	-10.3%	-3.4%	1.5%	36.5%	-2.3%
O=C(COc1coc(CN2CCN(c3ccccc3)CC2)cc1=O)Nc1ccc(F)cc1	11.9%	-10.1%	-1.7%	-1.6%	-9.9%	-4.5%	nt	17.6%	-22.4%
Cc1ccc(-c2nnc(CSc3nc(C(C)C)nc4sc(C)c(C)c34)o2)cc1	-6.4%	-1.9%	-14.6%	1.2%	-8.8%	-2.6%	4.9%	61.0%[activator]	-22.5%[59 µM]
COc1ccc(S(=O)(=O)N(C)C)cc1NC(=O)CCNC(=O)c1ccco1	-6.1%	-4.2%	139.3%[activator]	-4.5%	-6.9%	3.8%	2.2%	6.4%	15.3%
CCOc1ccc(CCNC(=O)c2cn(CC)c3ccc(S(=O)(=O)N4CCCCCC4)cc3c2=O)cc1OCC	-16.7%	?	28.8%	10.6%	-0.7%	nt	-14.0%	-8.1%	-37.8%[59 µM]
Cc1ccc(-n2ncc3c(=O)n(CC#N)cnc32)cc1	-12.6%	11.0%	29.5%	0.5%	-9.2%	8.6%	-0.1%	17.9%	28.8%
COc1cccc(CNC(=O)C(NS(=O)(=O)c2ccc3c(c2)CCN3C(C)=O)C(C)C)c1 (centres undefined)	1.9%&0.5%	-6.2%&-12.3%	6.1%&17.9%	8.2%&0.3%	-0.6%&-5.9%	-23.6%	-3.5%&-1.0%	37.1%&14.8%	10.2%[59 µM]

From PubChem
